Screens: PubChem BioAssay, several laboratories
KOR beta-arrestin-1 = kappa opioid receptor activators – cell-based, luminescence, uHTS, primary screen (AID 1777); 280,000 tested, 0.02% active; KOR beta-arrestin recruitment, luminescence; higher % means a stronger effect; one-dose activation, % at 10 µM; EC50 in µM for titrated hits; in the data active = activation above about 50%, passing the limit was not always enough; note: a part of the inactive calls stands beside numbers as strong as those of hits
GPR55 LPI antagonism = inhibition of LPI-stimulated GPR55 beta-arrestin translocation – imaging, U2OS, beta-arrestin-GFP, LPI agonist, primary screen (AID 2013) | 290,000 tested, 0.13% active | U2OS GPR55 beta-arrestin-GFP translocation imaging, LPI antagonism; higher % means a stronger effect | one-dose inhibition, % at 10 µM; IC50 in µM for titrated hits;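 active = spots per cell inhibited over 60%, with over 100 cells counted and total cytoplasm intensity under 500,000; inconclusive = wells with under 100 cells, flagged as likely toxic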;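 note: U2OS cells stably carrying GPR55 and arrestin-GFP stimulated by 5 µM LPI near EC80; imaged beta-arrestin-GFP aggregate spots per cell after agonist stimulation; plate controls were LPI-stimulated DMSO wells for no effect and DMSO wells without LPI for full effect; some results filed as inactive read as strong as hits; confirmed hits need IC50 under 10 µM and bright autofluorescent wells are also inconclusive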
KOR beta-arrestin-2 = kappa opioid receptor blockers – cell-based, luminescence, uHTS (AID 1778). one-dose inhibition, % at 10 µM; IC50 in µM for titrated hits. KOR beta-arrestin recruitment, luminescence, antagonist mode; higher % means a stronger effect. 290,000 tested, 0.091% active; note: strong numbers were not always called active
HEK293 NOD2/NF-kB = inhibition of NOD2-driven NF-kB reporter – cell-based, luminescence, uHTS, HEK293 (AID 1566); inhibition, % at 4 µM; hits with a dose series show EC50 in µM; 290,000 tested, 0.63% active; HEK293 NOD2/NF-kB luciferase reporter, luminescence; higher % means a stronger effect; note: many of its hits are not listed in these tables
HIV peptide binding = cell-free HIV fusion peptide-binding blockers – biochemical, uHTS, fluorescence dequenching, primary screen (AID 1986). cell-free peptide binding, fluorescence dequenching, 30 min; higher % means a stronger effect. inhibition, % at 20 µM; hits with a dose series show IC50 in µM. 290,000 tested, 0.3% active; in the data active = inhibition mostly above about 52%, no sharp cut-off; inactive = mostly below about 76%; note: some results filed as inactive read as strong as hits
SV40 large T antigen = TAg ATPase/helicase activity blockers – biochemical (AID 1903). SV40 large T antigen ATPase/helicase inhibition assay; higher % means a stronger effect. 310,000 tested, 0.39% active. one-dose inhibition, % at 20 µM; IC50 in µM for titrated hits; in the data active = a potency from the dose series; inconclusive = inhibition mostly from about 32% at the one dose, without a potency; inactive = the rest, 99 in 100 with inhibition below about 32%; note: strong numbers were not always called active
NOD1 NF-kB reporter = NOD1 signaling inhibitors, primary screen, cell-based, luminescence, uHTS (AID 1578) | 290,000 tested, 1% active | inhibition, % at 4 µM; hits with a dose series show EC50 in µM | NOD1-driven NF-kB luciferase reporter cells, luminescence; higher % means a stronger effect; in the data active = inhibition mostly above about 36%, no sharp cut-off; inactive = mostly below about 34%;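 note: HEK-293T reporter cells stimulated with the NOD1 agonist gamma-tri-DAP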
MgcRacGAP inhibition = MgcRacGAP GTPase-activating activity inhibitors, confirmation, biochemical, ADP Hunter fluorescence. AID 624330. inhibition, % at 30 µM, or IC50 in µM where a hit was titrated. MgcRacGAP-stimulated Rac1 GTP hydrolysis, ADP Hunter fluorescence; higher % means a stronger effect; GST-tagged Rac1 F28L mutant substrate. 340,000 tested, 0.6% active;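 active = first-screen hits whose inhibition reached a set limit at any dose in the follow-up dose series; inconclusive = inhibition above the set first-screen limit but never retested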;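 note: fluorescence reports GDP produced by GAP-driven GTP hydrolysis; strong numbers were not always called active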
GPR55 beta-arrestin = selective activators of receptor GPR55 – imaging, U2OS cells, beta-arrestin-GFP redistribution, primary screen (AID 1961) | 290,000 tested, 0.048% active | activation, % at 10 µM; hits with a dose series show EC50 in µM | U2OS GPR55 beta-arrestin-GFP redistribution imaging; higher % means a stronger effect;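 active = activation above 40% with more than 50 cells counted in the well; inconclusive = wells holding fewer than 50 cells, flagged as toxic or sparse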;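 note: U2OS osteosarcoma cells stably expressing GPR55 and beta-arrestin-GFP; plate controls were DMSO negative control for no effect and LPI positive control for full effect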
Numbers without * were called inactive; ? = inconclusive; nt = no result given; [ ] = another dose, or the depositor's remark. Cut-off read from the data, not from the text of the source, unless noted: active = inhibition above about 50%; inactive = the rest.

Preview:
SMILES	KOR beta-arrestin-1	GPR55 LPI antagonism	KOR beta-arrestin-2	HEK293 NOD2/NF-kB	HIV peptide binding	SV40 large T antigen	NOD1 NF-kB reporter	MgcRacGAP inhibition	GPR55 beta-arrestin
CC(C)CCNC(=O)C1CCN(S(=O)(=O)c2ccc(-n3cnnn3)cc2)CC1	4.4%	-19%	-49%	-20%	0.1%	3%	-1%	-3%	-0.2%
COc1ccccc1-n1cc(C(=O)N2CCCC(CO)(Cc3ccccc3C)C2)cn1 (configuration not stated)	-7.8%	3%	-12%	21%	-1.2%	9%	-16%	-6%	0.1%
COc1cc(C2C(C#N)=C(N)OC3=C2C(=O)CCC3)c([N+](=O)[O-])cc1OC (configuration not stated)	1.9%	-4%	-4%	6%	-1.3%	24%	17%	12%	0.8%

Results, from the first entry:
SMILES	KOR beta-arrestin-1	GPR55 LPI antagonism	KOR beta-arrestin-2	HEK293 NOD2/NF-kB	HIV peptide binding	SV40 large T antigen	NOD1 NF-kB reporter	MgcRacGAP inhibition	GPR55 beta-arrestin
CC(C)CCNC(=O)C1CCN(S(=O)(=O)c2ccc(-n3cnnn3)cc2)CC1	4.4%	-19%	-49%	-20%	0.1%	3%	-1%	-3%	-0.2%
COc1ccccc1-n1cc(C(=O)N2CCCC(CO)(Cc3ccccc3C)C2)cn1 (configuration not stated)	-7.8%	3%	-12%	21%	-1.2%	9%	-16%	-6%	0.1%
COc1cc(C2C(C#N)=C(N)OC3=C2C(=O)CCC3)c([N+](=O)[O-])cc1OC (configuration not stated)	1.9%	-4%	-4%	6%	-1.3%	24%	17%	12%	0.8%
Cc1cccc(C(=O)Nc2nnc(S(=O)(=O)N3CCCCCC3)s2)c1	-4.0%	-3%	18%[20 µM]	-3%	3.6%	nt	-18%	1%	0.3%
Cc1cc2cc(CN(Cc3ccc4c(c3)OCO4)C(=O)c3cnccn3)c3nnnn3c2cc1C	2.9%	23%	27%	10%	-1.1%	-2%	-25%	5%	-0.2%
CCc1ccc2[nH]c(=O)c(C(c3nnnn3Cc3ccccc3)N3CCOCC3)cc2c1 (configuration not stated)	-0.2%	7%	5%	16%	1.0%	6%	-10%	3%	-0.2%
COc1ccc(/C=C2/Sc3ccc(C(=O)NCCCN4CCOCC4)cc3NC2=O)cc1OC	-2.1%	-7%	-50%	-157%	2.1%	5%	30%	19%	-0.1%
COc1ccc(/C=N/Nc2ccccc2C(=O)O)cc1Cn1cc([N+](=O)[O-])cn1	nt	2%	10%	-14%	5.5%	14%	-12%	1%	-0.1%
O=C(N/N=C/c1ccc(OC(=O)c2ccc([N+](=O)[O-])cc2)cc1)c1cccnc1	2.2%	7%	5%	1%	-1.9%	8%	-12%	7%	-0.1%
CCN(CC(=O)N1CCC(C)CC1)S(=O)(=O)c1ccc(C)cc1	-2.0%	-16%	9%	6%	0.0%	4%	-12%	3%	-0.1%
CC(C)CCNC(=O)CCCOc1cc(=O)n(C)c2ccccc12	-3.1%	19%	8%	-8%	-1.7%	7%	-48%	7%	0.1%
COc1cc(-c2nc(-c3ccc(Br)o3)no2)cc(OC)c1OC	-2.5%	-2%	5%	2%	-1.3%	0%	-18%	12%	-0.2%
O=C(NNC(=S)Nc1ccccc1C(F)(F)F)c1ccc(Br)o1	2.0%	-7%	-2%	-27%	3.4%	16%	-31%	6%	0.2%
Nc1ccc2c(c1)COC2=O	0.7%	3%	5%	2%	1.1%	4%	-43%	7%	-0.4%
S=C(NCC1CCCCC1)Nc1cccnc1	0.8%	6%	17%	9%	0.6%	0%	-26%	-4%	-0.2%
Cc1cc(OCC(=O)NCCCN2CCCC2=O)c2c(C)cc(=O)oc2c1	2.7%	-14%	5%	18%	0.1%	4%	3%	-14%	-0.1%
CC(C)OC(=O)c1ccc(NC(=O)CSc2nc3ncccc3[nH]2)cc1	-7.8%	2%	-14%[20 µM]	-14%	0.7%	16%	-14%	5%	0.0%
O=C(N/C=C/n1cnc2cc(C(F)(F)F)ccc21)c1ccccc1	0.1%	6%	0%	-3%	-1.8%	-9%	-50%	7%	-0.5%
COc1cc2c(cc1OC)C1(Nc3c-2c(-c2ccccc2)nn3-c2ccccc2)C(=O)Nc2ccccc21 (configuration not stated)	-3.4%	2%	-3%	9%	2.4%	6%	0%	10%	-0.2%
CN(C)S(=O)(=O)c1ccc(C(=O)OCC(=O)NCc2ccco2)cc1	-4.9%	11%	20%	-3%	2.1%	0%	-18%	4%	-0.4%
COc1ccc(NC2=C(C(C)=O)C(c3ccccc3)C(C(C)=O)C(C)(O)C2)cc1 (configuration not stated)	-0.7%	11%	-7%	20%	1.1%	11%	6%	4%	-0.1%
CC(C)CC(=O)NC(=S)Nc1ccc(N2CCCC2)c(Cl)c1	nt	7%	5%	-4%	-1.8%	-11%	7%	nt	0.0%
O=C(CSc1cccc[n+]1[O-])Nc1cccc(Oc2ccccc2)c1	2.3%	-5%	-35%	4%	-0.5%	5%	-15%	12%	-0.6%
CCOC(=O)C1=C(c2ccccc2)NC(=O)NC1c1ccc(OC)c(OC)c1 (configuration not stated)	1.7%	-16%	-23%	-27%	0.8%	7%	-39%	-8%	-0.6%
Cc1cc(/C=C2\SC(N)=NC2=O)c(C)n1-c1ccc(F)cc1	-1.1%	-4%	-8%[20 µM]	-69%	0.7%	-12%	-62%	7%	-0.2%
COc1ccc(C(=O)N/C(=C\c2ccccc2)C(=O)NC(CCSC)C(=O)O)cc1 (configuration not stated)	4.9%	0%	-12%	11%	-2.8%	2%	2%	2%	0.2%
CCNC(=S)N(CCc1c(C)[nH]c2ccc(C)cc12)Cc1cccs1	4.3%	18%	-25%	-17%	-1.4%	5%	2%	8%	-0.3%
Cc1cc(N/N=C/c2ccc(O)cc2O)nc(N2CCOCC2)n1	-3.7%	9%	15%	-10%	-1.7%	>100µM*	-6%	?	-0.1%
CCOC(=O)C1=NOC(CNc2ncc(C(F)(F)F)cc2Cl)C1 (configuration not stated)	-0.7%	1%	-24%[20 µM]	22%	0.4%	11%	-7%	-5%	0.3%
O=c1c2ccccc2nc2n1-c1ccccc1CCC2	-2.4%	9%	23%	-6%	1.0%	18%	-8%	0%	-0.1%
S=c1nc(-c2ccccc2)c(-c2ccccc2)n[nH]1	5.1%	11%	14%	17%	1.4%	12%	-9%	9%	0.0%
COc1cccc(NC(=O)c2cc3ccccc3o/c2=N\O)c1	1.1%	5%	-38%[20 µM]	-154%	-3.3%	8%	-32%	13%	1.7%
COc1ccccc1CCC(=O)Nc1ccc2c(c1)CN(CCCn1cccn1)CC2	-1.6%	5%	-7%	18%	1.5%	21%	-14%	11%	-0.2%
O=C(COC(=O)CCc1ccc(S(=O)(=O)N2CCOCC2)cc1)NCc1ccccc1Cl	-6.2%	0%	26%	17%	-0.4%	17%	-7%	6%	-0.3%
Cc1nn(CCCC(=O)Nc2cc(Oc3ccccc3)cc([N+](=O)[O-])c2)c(C)c1[N+](=O)[O-]	-2.8%	33%	-22%	-36%	-0.6%	0%	-10%	10%	0.4%
CC(C)[C@H](NC(=O)N1c2ccccc2NC(=O)[C@@H]1C(C)C)C(=O)N[C@@H](Cc1ccccc1)C(=O)O	2.8%	3%	14%[20 µM]	-10%	1.8%	9%	-37%	5%	-0.2%
COc1ccccc1NC(=O)c1ccc2c(c1)OCO2	-2.0%	1%	-1%	-46%	-0.3%	8%	-25%	-9%	-0.2%
O=c1cc(CSc2ccccn2)nc(N2CCN(c3ccccc3)CC2)[nH]1	-1.5%	2%	6%	10%	-3.4%	0%	-24%	4%	0.0%
CC(=O)Nc1cc(C(=O)OCC(=O)c2ccc(Cl)cc2Cl)ccc1C	1.9%	18%	11%	16%	1.7%	24%	10%	9%	-0.1%
Cc1cc(C)n(S(=O)(=O)c2ccc(Cl)c(Cl)c2Cl)n1	-3.3%	11%	-13%	10%	-0.4%	19%	-6%	-4%	0.3%
O=C(CN(Cc1ccccc1)C(=O)CCC(=O)Nc1nccs1)NCC1CCCO1 (configuration not stated)	-1.3%	3%	17%	4%	0.6%	7%	-17%	-3%	0.6%
CSCC(=O)NS(=O)(=O)c1ccc(C)cc1	-0.9%	4%	16%	21%	-1.1%	2%	-8%	4%	-0.1%
COc1ccccc1CCN1CCCC(CN(C)C(=O)c2ccco2)C1 (configuration not stated)	-2.5%	8%	-16%	1%	-0.9%	12%	-16%	2%	-0.3%
CC(C)C(O)(c1ccccc1)C(CN1CCOCC1)c1ccccc1 (configuration not stated)	-1.6%	9%	-6%	57%*	-1.6%	1%	3%	5%	0.2%
C=CCn1c(CNC(=O)c2cccs2)nnc1SCC(=O)c1ccc(Br)cc1	0.6%	9%	-20%	17%	-2.8%	-4%	16%	11%	0.1%
CC(C)(C)c1ccccc1NC(=O)c1ccco1	3.0%	28%	13%	8%	-3.2%	4%	-7%	2%	-0.3%

Single values from above.
GPR55 beta-arrestin result of COc1ccccc1CCN1CCCC(CN(C)C(=O)c2ccco2)C1 (configuration not stated) is entered as -0.3%
GPR55 LPI antagonism result of CC(C)C(O)(c1ccccc1)C(CN1CCOCC1)c1ccccc1 (configuration not stated) is entered as 9%
KOR beta-arrestin-2 result of CSCC(=O)NS(=O)(=O)c1ccc(C)cc1 is entered as 16%
HIV peptide binding result of CC(C)(C)c1ccccc1NC(=O)c1ccco1 is entered as -3.2%
GPR55 LPI antagonism result of C=CCn1c(CNC(=O)c2cccs2)nnc1SCC(=O)c1ccc(Br)cc1 is entered as 9%
KOR beta-arrestin-2 result of O=C(CN(Cc1ccccc1)C(=O)CCC(=O)Nc1nccs1)NCC1CCCO1 (configuration not stated) is entered as 17%

The list is partial; rates above refer to the full screens.
